Assay outcomes as filed in PubChem BioAssay.
EP2 modulator: modulators of human EP2 prostaglandin E2 receptor. induction, % at 25 µM. AID 940. EP2-expressing cells, cAMP HTRF FRET, PGE2 co-stimulation. P43116. 260,000 tested, 0.83% active;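 active means compounds whose cAMP rise, as percent of the full-agonist control response, exceeds 60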;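 further: rat C6 glioma line stably carrying human EP2 under a CMV promoter; the protocol text gives 20 µM as final concentration; 100% = response of wells given 1 µM PGE2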
eIF4E-4G inh: inhibitors of eIF4E and eIF4G interaction in translation initiation; inhibition, % at 21.7 µM; AID 782; 220,000 tested, 0.37% active; TR-FRET eIF4E-eIF4GI(517-606) binding, 2 h;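 active means inhibition above about 30%, limit read from the data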;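 further: 0% = full FRET control wells and 100% = background wells lacking eIF4GI fragment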
NPY2 pot ag: potentiates or activates human NPY-Y2 receptor; 220,000 tested, 0.45% active; P49146; AID 1359; cells expressing NPY-Y2, potentiator/agonist read-out; activation, % at 3.6 µM; in the data active means activation above about 27%;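 further: cells stimulated with NPY near EC25 plus isoproterenol at EC100; 0% = vehicle plus submaximal agonist and 100% = vehicle plus saturating agonist; some results beyond the cut were filed as inactive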
Target sequence (P49146 whole entry, looked up): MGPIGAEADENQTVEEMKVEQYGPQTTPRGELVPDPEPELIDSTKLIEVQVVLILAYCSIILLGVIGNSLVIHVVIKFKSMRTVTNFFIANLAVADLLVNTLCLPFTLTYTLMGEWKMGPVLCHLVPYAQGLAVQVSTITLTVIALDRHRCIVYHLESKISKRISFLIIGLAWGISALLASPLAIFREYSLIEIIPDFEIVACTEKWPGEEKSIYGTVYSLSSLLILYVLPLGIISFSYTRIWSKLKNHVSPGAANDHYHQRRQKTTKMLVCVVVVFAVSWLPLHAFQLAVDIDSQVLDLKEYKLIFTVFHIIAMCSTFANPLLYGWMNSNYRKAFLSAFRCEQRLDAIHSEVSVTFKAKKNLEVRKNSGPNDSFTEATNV
p97 inhibitor: inhibitors of human p97 ATPase | P55072 | recombinant p97 ATPase, Kinase-Glo ATP luminescence, 3 h | inhibition, % at 8 µM | 220,000 tested, 0.42% active | AID 1481; in the data active means inhibition above about 15%;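 further: 0% = DMSO vehicle and 100% = wells lacking enzyme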
NPY-Y1 antag: antagonists of human neuropeptide Y receptor Y1 | P25929 | HEK293-CNG Y1 cells, membrane potential fluorescence; NPY at EC95, then isoproterenol | inhibition, % at 3.6 µM | 200,000 tested, 1% active;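 active means inhibition above the campaign mean inhibition of all tested compounds plus 3 SD, cut at about 20% in these data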;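 further: 0% = DMSO wells given NPY plus isoproterenol and 100% = isoproterenol alone without NPY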
Target sequence (P25929 whole entry, looked up): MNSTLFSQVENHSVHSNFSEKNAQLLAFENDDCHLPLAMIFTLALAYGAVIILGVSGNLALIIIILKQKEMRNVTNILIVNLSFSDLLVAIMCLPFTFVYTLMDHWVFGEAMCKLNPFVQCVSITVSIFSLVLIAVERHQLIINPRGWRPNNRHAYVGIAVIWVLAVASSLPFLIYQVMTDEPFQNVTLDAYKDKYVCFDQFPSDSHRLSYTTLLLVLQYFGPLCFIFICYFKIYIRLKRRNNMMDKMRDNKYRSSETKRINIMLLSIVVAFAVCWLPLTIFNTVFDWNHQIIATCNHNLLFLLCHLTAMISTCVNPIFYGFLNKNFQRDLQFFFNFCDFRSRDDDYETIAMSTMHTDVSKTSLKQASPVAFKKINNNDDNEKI
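Material: HEK293 Y1/CNG channel cell line | Also added: NPY (25 nM), isoproterenol (1 µM), Ro 20-1724 (25 µM) | Compound: One concentration, 3.6 µM, in 0.4% DMSO | Schedule: 3 h dye uptake, 1 h room-temperature compound, 45 min post-isoproterenol | Signal: Membrane-potential fluorescent dye readout | Read-out: % inhibition of NPY effect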
S1P4 antag: antagonists of human S1P4 receptor. inhibition, % at 4.98 µM. 220,000 tested, 0.26% active. S1P4-expressing cells, antagonist mode, reporter read-out; in the data active means inhibition above about 29%;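 further: 0% = wells stimulated with agonist and 100% = vehicle wells without agonist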
NPY1 pot ag: human NPY-Y1 potentiation or agonism, primary screen | AID 1304 | activation, % at 3.6 µM | P25929 | NPY-Y1 expressing cells, potentiator/agonist activation | 220,000 tested, 0.37% active; in the data active means activation above about 33%, passing the limit was not always enough;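 further: cells stimulated with NPY at EC10 then isoproterenol at EC100; 0% = low agonist plus stimulus and 100% = saturating agonist plus stimulus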
PGE2 EP2 inh: blocks the human prostaglandin E2 receptor EP2 | C6 glioma cells expressing human EP2, cAMP TR-FRET; cells stimulated with saturating PGE2 | AID 1422 | 260,000 tested, 0.52% active | inhibition, % at 25 µM | P43116;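 active means percent inhibition above 40 after rounding to a whole number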;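 further: rat C6 glioma host cells with rolipram phosphodiesterase inhibitor present; the protocol text gives 20 µM as final concentration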
S1P4 agonist: agonists of human S1P4 receptor. O95977. S1P4-expressing cell line, agonist reporter assay. activation, % at 4.98 µM. 220,000 tested, 0.35% active; in the data active means activation above about 11%;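 further: 0% = DMSO vehicle and 100% = reference agonist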
An asterisk follows results filed as active; nt = no result given; & = joins results of further samples; [ ] = remark or other dose.

SMILES | EP2 modulator | eIF4E-4G inh | NPY2 pot ag | p97 inhibitor | NPY-Y1 antag | S1P4 antag | NPY1 pot ag | PGE2 EP2 inh | S1P4 agonist
O=C(NC1CCCCCCC1)c1ccco1 | 9 | 7 | 6 | 4 | -6 | -41 | 24 | 4 | 0.5
COc1ccc(/C(=N\Nc2ccccc2C(=O)O)c2ccccc2)cc1 | 20 | -8 | 16 | -2 | -4 | 2 | 11 | 20 | -1.4
Cc1cccc(-c2nc(CN3CCCC(C(=O)NC4CCCCC4)C3)c(C)o2)c1 (stereo unspecified) | 11 | -3 | 8 | -5 | 11 | 3 | -8 | 9 | -4.2
O=C(Nc1cccc(Cl)c1N1CCCC1)c1cccc(-c2cc3ccccc3oc2=O)c1 | 27 | -1 | -20 | 4 | 2 | -26 | -12 | 4 | 0.7
CCN(CC)c1ccc(CC(=O)NC(C)Cc2ccccc2)cc1 (stereo unspecified) | -12 | 5 | -15 | -5 | -1 | -7 | -29 | 6 | 0.2
Cc1ccc(C(=O)c2cc([N+](=O)[O-])ccc2N2CCOCC2)cc1C | 27 | 3 | -3 | 0 | 7 | -9 | -3 | 1 | 0.5
CCN(CC)C(=O)C[n+]1cccc(/C=N/O)c1 | 25 | -6 | 7 | 3 | 6 | -5 | -12 | 3 | 0.1
CCOC(=O)C(=Cc1ccc(F)cc1)C(=O)OCC | 36 | -4 | -1 | -1 | -1 | 19 | -18 | 14 | -1.4
CNC(=O)c1cn(-c2ccccc2)c(=O)c2ccccc12 | 32 | 5 | 17 | 3 | 6 | 7 | -2 | 3 | -0.7
Cc1nc(NC(=O)CSc2nnc(N)s2)c(Cl)cc1Cl | 3 | 1 | -9 | -3 | -1 | -4 | -19 | 3 | 2.1
O=C1NC(=O)C(CC(=O)N(Cc2ccco2)C2(C(=O)NC3CCCCC3)CCCCC2)N1 (stereo unspecified) | 21 | 3 | 5 | 2 | 1 | -10 | 10 | 13 | 1.4
Cc1ccc(CN(CC(=O)NC(C)(C)C)C(=O)CNC(=O)c2cccs2)cc1 | 3 | -8 | -19 | 4 | -2 | -1 | 12 | 0 | 0.0
CC1(C)C/C(=N\O)c2cc3c(nc2C1)CCCC3 | 17 | -6[fluorescence artefact?] | 15 | 11 | -4 | -5 | 20 | 4 | 2.0
CCCc1cc(C(=O)Nc2cc(C)on2)no1 | -1 | 0 | 10 | -4 | 3 | -28 | -1 | 9 | 2.6
Cc1nn2c(c1-c1ccccc1)N=C(c1ccco1)CC2c1ccccc1 (stereo unspecified) | 84* | -6[fluorescence artefact?] | 1 | 4 | 7 | 6 | -8 | 12 | -1.9
COc1ccc(OCC(=O)NCCc2c[nH]c3ccccc23)cc1 | -110 | 4 | 1 | 0 | 4 | -20 | 0 | 10 | -0.7
O=C(N/N=C/c1cc([N+](=O)[O-])ccc1Cl)c1cc(-c2ccccc2)nc2ccccc12 | 16 | -6 | -4 | 1 | nt | -17 | -20 | 5 | 1.9
O=C(O)CSc1nnc(COc2cccc3ccccc23)n1Cc1ccccc1 | 26 | 4 | 0 | 2 | 3 | -2 | 10 | 3 | -1.8
O=C(CN1CCSC1=NCc1ccccc1)c1ccc(Cl)c(Cl)c1 | 29 | -4 | -1 | 0 | 3 | -5 | -12 | 10 | 0.0
N#Cc1ccc(CSc2nnc(-c3cnccn3)o2)cc1 | 11 | 1[fluorescence artefact?] | 9 | 4 | -8 | -8 | 1 | 8 | 1.5
Cc1ccc(C(=O)CC(C(=O)O)P(=O)(c2ccccc2)c2ccccc2)cc1 (stereo unspecified) | 15 | -1 | 8 | 9 | 4 | -6 | 3 | 3 | 0.4
CCN(CC)CC(C)(C)NS(=O)(=O)c1ccc(Cl)cc1 | -3 | 7[fluorescence artefact?] | -2 | -4 | 4 | -2 | 5 | 7 | 2.0
Cc1cccc(NC(=S)N2CCC(C(N)=O)(N3CCCCC3)CC2)c1C | 3 | -1 | -2 | 4 | -5 | -9 | 18 | 3 | 0.4
O=C(C1CC(c2ccc(F)cc2)=NO1)N1CCCCC1 (stereo unspecified) | -4 | -1 | -10 | 0 | -1 | -12 | -9 | 6 | 0.4

In another format: results already given.
Each structure is followed by: EP2 modulator | eIF4E-4G inh | NPY2 pot ag | p97 inhibitor | NPY-Y1 antag | S1P4 antag | NPY1 pot ag | PGE2 EP2 inh | S1P4 agonist
- Cc1nn2c(c1-c1ccccc1)N=C(c1ccco1)CC2c1ccccc1 (stereo unspecified)
→ 84* | -6[fluorescence artefact?] | 1 | 4 | 7 | 6 | -8 | 12 | -1.9
- O=C(C1CC(c2ccc(F)cc2)=NO1)N1CCCCC1 (stereo unspecified)
→ -4 | -1 | -10 | 0 | -1 | -12 | -9 | 6 | 0.4
- N#Cc1ccc(CSc2nnc(-c3cnccn3)o2)cc1
→ 11 | 1[fluorescence artefact?] | 9 | 4 | -8 | -8 | 1 | 8 | 1.5

More entries follow.
SMILES | EP2 modulator | eIF4E-4G inh | NPY2 pot ag | p97 inhibitor | NPY-Y1 antag | S1P4 antag | NPY1 pot ag | PGE2 EP2 inh | S1P4 agonist
Cc1nc2c(C(=O)Nc3ccc(N4CCCC(O)C4)cc3)snc2c(=O)[nH]1 (stereo unspecified) | -31&21 | -5 | 4 | 10 | nt | -14 | 15 | 3&3 | 1.0
O=C(NCC1COc2ccccc2O1)c1ccco1 (stereo unspecified) | -10 | 3[fluorescence artefact?] | -7 | -2 | -9 | -9 | -4 | 13 | 1.8
COCCCN(CC(=O)Nc1ccc(N2CCOCC2)cc1)S(=O)(=O)c1ccc(Cl)cc1 | -13 | 4 | 18 | 0 | 0 | 0 | 27 | 5 | 3.5
CCOc1cc(C2NC(=O)N(C)C(C)=C2C(=O)OC)cc(Br)c1O (stereo unspecified) | 13 | -6 | 4 | -1 | 0 | -24 | -1 | 8 | -1.2
CC(=O)Nc1ccc(C(=O)OCC(=O)c2cccc([N+](=O)[O-])c2)cc1 | -6 | 3[fluorescence artefact?] | 13 | -3 | -1 | -28 | 0 | 13 | 1.3
CC(=O)Nc1ccc(-n2nnnc2SCC(=O)Nc2cccc(NC(=O)c3ccco3)c2)cc1 | -18 | -20 | -7 | -1 | nt | 14 | -14 | 5 | -0.6
O=C1CC(c2cccc(F)c2)c2c(c3ccccc3[nH]c2=O)O1 (stereo unspecified) | 15 | -1 | -14 | 3 | -2 | 21 | 10 | 5 | -3.0
CCC(=O)OC1CC(C)N(C(=O)c2ccccc2)c2ccc(C)cc21 (stereo unspecified) | 28 | -4 | 0 | -1 | -3 | -7 | 0 | 11 | 2.1
Cc1[nH]c2ccccc2c1C(=O)COC(=O)C1CCC(=O)N1 (stereo unspecified) | -4 | -4 | 8 | 4 | 0 | 1 | -8 | 7 | -1.8
COc1ccccc1NC(=O)Nc1ccccc1C(N)=O | -15 | -2 | 3 | 1 | -1 | -4 | -1 | 7 | -1.5
COCCNC(=S)NNc1ccc(Cl)c(C(=O)O)c1 | -5 | -3 | -12 | 3 | nt | -8 | -19 | 11 | 0.3
COc1ccc(NC(=O)NNC(=O)c2ccc(Cl)cc2Cl)cc1OC | 15 | -3 | -5 | 1 | -3 | -12 | -4 | 5 | -0.2
CCOC(CC(=O)NNC(=O)c1c(-c2c(Cl)cccc2Cl)noc1C)OCC | 14 | 0 | 5 | 11 | nt | 6 | 1 | 12 | -0.1
O=C(COC(=O)/C=C/c1cccc(F)c1)Nc1ccc(Cl)cn1 | 2 | 0 | -11 | -2 | 5 | -25 | -26 | 4 | 0.6
Cc1[nH]n(-c2ccccc2)c(=O)c1/C=N/c1nn[nH]n1 | 13 | 2 | -10 | -8 | 8 | 4 | -10 | 7 | 0.3
NC(=O)N/N=C/C=C/c1ccccc1 | -22 | 2 | -1 | -1 | 1 | -10 | 0 | -1 | 1.6
Cc1ccc(/C=N/NC(=O)CN(Cc2ccccc2)S(=O)(=O)c2ccc3c(c2)OCCO3)cc1 | -85 | -2 | 1 | 0 | 6 | -2 | -22 | 8 | 2.0
CCOC(=O)c1c(NC(NC(C)=O)C(Cl)(Cl)Cl)sc2c1CCCC2 (stereo unspecified) | 10 | 3 | 1 | 1 | 3 | -12 | 2 | 5 | 2.2
CCOC(=O)COc1ccc2c(=O)c(-c3ccc(OC)c(OC)c3)c(C(=O)OCC)oc2c1 | 7 | -5 | 2 | 1 | nt | 1 | 8 | 2 | -0.9
Fc1ccc(CSc2ncnc3c2oc2ccccc23)cc1 | 43 | 19 | 7 | 5 | 2 | -3 | -13 | 9 | 1.9
Cc1noc(C)c1COc1cccc(C(=O)NCc2cccc(Cl)c2)c1 | 2 | 1 | -29 | 0 | 5 | -5 | 8 | 9 | -0.8
Cc1cc(C(=O)NC(C)C2CCCO2)cs1 (stereo unspecified) | 38 | 0[fluorescence artefact?] | 1 | 2 | -3 | -7 | -2 | 7 | -1.0
CCOC(=O)c1c(C)nc2c(c(SC)nn2-c2ccccc2)c1N | 58 | -7 | -6 | -4 | 3 | -23 | -6 | 5 | 2.4
CCc1ccccc1NC1=CC(=O)CC(C)(C)C1 | -8 | 0 | -1 | -2 | 5 | -10 | -2 | 6 | -2.3
Cc1cc(C)cc(NC(=S)/N=C(\N)Nc2nc(C)c3ccccc3n2)c1 | 2 | 1 | 6 | 7 | 10 | -8 | 14 | 10 | 1.1
N#C/C(=C(/O)c1ccc(C(=O)c2ccccc2)cc1)c1nc2ccccc2[nH]1 | -31 | -9 | -11 | 0 | nt | 3 | -8 | 5 | -0.3
CCN(CC(=O)NCc1ccc(Cl)cc1)Cc1cc(=O)n2ccsc2n1 | 21 | 2 | 9 | 1 | 2 | -15 | 7 | 3 | 2.2
CCOc1ccc(N=CC2=C(O)CC(c3ccco3)CC2=O)cc1 (stereo unspecified) | -7 | -3 | 5 | 5 | -7 | -13 | -4 | 6 | -0.1

Among those listed so far, these have a nitro group on carbon:
SMILES | EP2 modulator | eIF4E-4G inh | NPY2 pot ag | p97 inhibitor | NPY-Y1 antag | S1P4 antag | NPY1 pot ag | PGE2 EP2 inh | S1P4 agonist
Cc1ccc(C(=O)c2cc([N+](=O)[O-])ccc2N2CCOCC2)cc1C | 27 | 3 | -3 | 0 | 7 | -9 | -3 | 1 | 0.5
O=C(N/N=C/c1cc([N+](=O)[O-])ccc1Cl)c1cc(-c2ccccc2)nc2ccccc12 | 16 | -6 | -4 | 1 | nt | -17 | -20 | 5 | 1.9
CC(=O)Nc1ccc(C(=O)OCC(=O)c2cccc([N+](=O)[O-])c2)cc1 | -6 | 3[fluorescence artefact?] | 13 | -3 | -1 | -28 | 0 | 13 | 1.3

Not all compounds are listed; rates above refer to the full screens.
